Screening results as filed in PubChem BioAssay.
NOD2 RIPK2 PPI = inhibitors of human NOD2-RIPK2 interaction. O43353. CHO BLA complementation NOD2-RIPK2, CCF4 ratio. inhibition, % at 4.98 µM. 0.38% of 360,000 active. AID 624267; in the data active = inhibition above about 21%;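 note: 0% = vehicle only and 100% = reference blocker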
TWEAK Fn14 block = blocks TWEAK-Fn14 interaction in a reporter cell assay; inhibition, % at 10 µM; AID 1159606; TWEAK-stimulated Fn14 reporter cells, luciferase luminescence, 8 h; 2% of 360,000 active; in the data active = inhibition above about 50%
LMP1 NFkB inh = reduces LMP1-driven NF-kappaB luciferase signal; LMP1-induced NF-kappaB luciferase reporter cells, luminescence; inhibition, % at 12.5 µM; 0.69% of 350,000 active; in the data active = inhibition above about 41%;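 note: 0% = neutral control wells and 100% = reference inhibitor control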
TROY NFkB inh = TROY signaling inhibition; Q293 LMP1-TROYcd NF-kB luciferase reporter, 4 h; inhibition, % at 10 µM; 0.98% of 360,000 active; AID 1347056;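 active = compounds whose plate-normalised and pattern-corrected inhibition of the luciferase reporter signal at the single screening dose is 50% or more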
C8 TRAIL sens = caspase-8 TRAIL sensitization | NB7+C8 cells + TRAIL, ATPlite viability luminescence | inhibition (viability loss, TRAIL sensitization), % at 10 µM | 1% of 360,000 active;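 active = compounds causing at least 50% loss of cell viability in the single-dose screen, relative to plate controls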
NCOA1 inh = human NCOA1 inhibition; Q15788; HEK293 GAL4-SRC1 luciferase reporter, luminescence; inhibition, % at 3.6 µM; 0.12% of 360,000 active;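 active = inhibition above the campaign mean plus 3 SD, with each screening campaign given its own cutoff, cut at about 60% in these data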;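 note: 0% = DMSO treated cells and 100% = gossypol at 36 µM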
TLR9-MyD88 inh = blocks human TLR9 binding to MyD88. Q9NR96+Q99836. CHO BLA complementation TLR9-MyD88, CCF4 FRET ratio. inhibition, % at 4.98 µM. 0.21% of 340,000 active. AID 504734;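 active = inhibition above the mean over all tested compounds plus 3 SD, cut at about 21% in these data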;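 note: 0% = DMSO only wells and 100% = clavulanate BLA inhibitor control wells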
NCOA2 inhibitor = inhibits human steroid receptor coactivator 2 | Q15596 | HEK293 GAL4-SRC2 luciferase reporter, luminescence | inhibition, % at 9 µM | 0.17% of 370,000 active;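 active = inhibition above the mean inhibition of all tested compounds plus 3 SD, set per campaign, cut at about 52% in these data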;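 note: 0% = DMSO treated cells and 100% = cells given Gossypol at 36 µM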
Target sequence (Q15596 whole entry, looked up, the tested form may be a part): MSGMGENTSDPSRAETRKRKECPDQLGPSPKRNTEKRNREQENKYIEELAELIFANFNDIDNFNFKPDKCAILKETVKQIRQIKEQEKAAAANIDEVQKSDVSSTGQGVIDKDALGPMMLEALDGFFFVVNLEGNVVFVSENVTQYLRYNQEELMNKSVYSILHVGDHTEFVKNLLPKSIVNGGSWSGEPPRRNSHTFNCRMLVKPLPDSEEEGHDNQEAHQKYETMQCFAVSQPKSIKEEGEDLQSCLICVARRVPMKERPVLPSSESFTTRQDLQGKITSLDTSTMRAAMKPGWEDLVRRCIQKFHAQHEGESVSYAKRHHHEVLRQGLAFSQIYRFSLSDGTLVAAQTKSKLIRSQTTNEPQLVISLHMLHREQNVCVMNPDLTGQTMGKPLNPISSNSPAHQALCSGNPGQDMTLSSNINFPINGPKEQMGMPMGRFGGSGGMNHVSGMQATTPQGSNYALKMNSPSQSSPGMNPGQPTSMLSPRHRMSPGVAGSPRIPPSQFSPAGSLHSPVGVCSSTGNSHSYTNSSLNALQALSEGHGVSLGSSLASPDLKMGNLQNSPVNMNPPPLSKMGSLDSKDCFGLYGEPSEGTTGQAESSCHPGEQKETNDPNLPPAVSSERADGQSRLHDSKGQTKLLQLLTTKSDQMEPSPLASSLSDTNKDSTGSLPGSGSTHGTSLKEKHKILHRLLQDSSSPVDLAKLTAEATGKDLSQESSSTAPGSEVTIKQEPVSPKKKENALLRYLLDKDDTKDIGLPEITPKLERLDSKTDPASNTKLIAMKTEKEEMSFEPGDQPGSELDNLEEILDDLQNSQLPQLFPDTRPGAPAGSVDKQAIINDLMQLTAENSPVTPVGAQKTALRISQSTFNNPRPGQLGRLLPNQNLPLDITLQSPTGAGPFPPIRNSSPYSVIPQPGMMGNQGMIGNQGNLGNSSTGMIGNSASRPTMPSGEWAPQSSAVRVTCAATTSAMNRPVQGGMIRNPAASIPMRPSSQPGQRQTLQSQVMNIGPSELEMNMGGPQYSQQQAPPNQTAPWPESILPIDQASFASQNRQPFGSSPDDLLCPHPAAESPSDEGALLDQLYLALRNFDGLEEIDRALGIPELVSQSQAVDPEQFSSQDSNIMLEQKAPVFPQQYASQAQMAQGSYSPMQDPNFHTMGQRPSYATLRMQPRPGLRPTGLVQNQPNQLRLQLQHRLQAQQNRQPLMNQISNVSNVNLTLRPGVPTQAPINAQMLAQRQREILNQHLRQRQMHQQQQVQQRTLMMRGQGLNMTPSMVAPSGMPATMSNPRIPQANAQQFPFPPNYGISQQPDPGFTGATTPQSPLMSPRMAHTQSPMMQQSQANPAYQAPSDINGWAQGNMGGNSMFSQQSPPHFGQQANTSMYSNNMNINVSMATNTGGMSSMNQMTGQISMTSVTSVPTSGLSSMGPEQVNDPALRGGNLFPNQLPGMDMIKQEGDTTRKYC
LRH-1 inv ag = suppresses constitutive activity of human LRH-1 | O00482 | HEK293T StAR-luciferase reporter, LRH-1 transfected, 24 h | inhibition, % at 3.6 µM | 0.13% of 360,000 active | AID 602396;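 active = inhibition above the mean inhibition of all tested compounds plus 3 SD, cut at about 73% in these data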;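 note: 0% = DMSO wells and 100% = reporter-only cells lacking LRH-1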
COUP-TFII inh = NR2F2 (human) inhibition, primary screen | P24468 | 0.7% of 370,000 active | AID 686940 | inhibition, % at 8.6 µM | HEK293T NGFI-A luciferase reporter, luminescence;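 active = inhibition above a per-plate cutoff, mean inhibition of test wells between control levels plus 3 SD, cut at about 38% in these data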;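 note: cells cotransfected with COUP-TFII expression vector driving the NGFI-A reporter; 0% = median of COUP-TF2 test wells and 100% = reporter-only cells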
NCOA3 inh = inhibits human SRC3 coactivator; Q9Y6Q9; HEK293 GAL4-SRC3 luciferase reporter, luminescence; inhibition, % at 3.6 µM; 0.17% of 360,000 active; AID 588352;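 active = inhibition above a per-campaign cutoff, the mean of all compounds plus 3 SD, cut at about 60% in these data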;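 note: 0% = DMSO-treated cells and 100% = gossypol-treated cells at 36 µM; higher means less SRC3-driven luciferase light from the GAL4 reporter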
An asterisk follows results filed as active; . = no result given.

SMILES	NOD2 RIPK2 PPI	TWEAK Fn14 block	LMP1 NFkB inh	TROY NFkB inh	C8 TRAIL sens	NCOA1 inh	TLR9-MyD88 inh	NCOA2 inhibitor	LRH-1 inv ag	COUP-TFII inh	NCOA3 inh
C=C(NS(=O)(=O)c1ccc(C)cc1)C(=O)OC	-6	-18	2	11	-5	-2	-4	-11	8	6	-3
O=C(CSc1nnnn1-c1ccccc1)Nc1ncc(Cc2cc(Cl)ccc2Cl)s1	2	5	4	13	5	11	7	-4	-9	-3	13
Cc1ccc(-n2c(CNc3ccc(F)cc3)nnc2SCC(N)=O)cc1	-2	18	-16	-4	-8	0	1	-6	1	18	-9
O=C(COC(=O)c1c[nH]c(=O)[nH]c1=O)Nc1ccccc1	0	-2	-3	-6	14	3	0	-1	-14	9	-8
COC(=O)c1ccc2nc(-c3ccccc3)c(Cc3ccccc3OC)n2c1	-9	-21	.	-32	2	-30	.	-81	-29	-33	-16
COc1ccc(NC2CS(=O)(=O)CC2NCc2ccccc2)cc1 (configuration not stated)	-3	-1	-6	11	-7	-3	5	17	12	-8	10
N#Cc1c(NC(=O)CSc2nc(-c3ccccc3)cc(C(F)(F)F)n2)sc2c1CCC2	-12	-86	20	13	26	2	-5	16	-12	-4	14
O=C1NC(Cc2ccc(O)cc2)c2nc3ccc(Br)cc3c(=O)n2-c2cc3ccccc3cc21 (configuration not stated)	0	37	4	37	35	16	-4	11	1	11	7
Cc1ccc(-c2[nH]c(-c3ccccc3)nc2SCC(=O)NCC2CCCO2)cc1 (configuration not stated)	-17	9	2	-15	-19	0	9	-5	-21	9	-1
COc1ccc([C@H]2CC(=O)C=C(c3ccc(OC)nc3)C2)cc1	-2	-22	-10	-25	-8	-19	-7	0	3	6	-6
O/N=C1/C2C3CC4C5C3C1C5C1(OCCO1)C42 (configuration not stated)	-6	6	-5	-10	-9	-2	1	-11	15	-10	2
O=C(CCCC(=O)N/N=C\c1ccccn1)N/N=C\c1ccccn1	-1	-5	-7	-19	-4	12	4	-7	-13	3	4
O=C(NCc1ccccc1Cl)c1cccc(NC2=NC3CS(=O)(=O)CC3S2)c1 (configuration not stated)	13	5	-2	2	-5	16	-4	-10	6	5	14
CC(NC(=O)c1ccccc1F)c1nnc(SCC(=O)NC2=NCCS2)n1C (configuration not stated)	7	19	-8	0	1	-6	-5	-5	12	-2	2
CCNc1oc(-c2ccc(OC)cc2)nc1S(=O)(=O)c1ccc(Br)cc1	2	-4	6	16	-6	-19	-7	-13	-22	17	14
CCOC(=O)C1=CC[C@H]2c3c(c4ccc(OC)cc4n3C)C(=O)C1N2S(=O)(=O)c1ccc(C)cc1	2	26	5	13	14	-7	-1	10	-4	-11	1
O=C(c1ccco1)c1cn(CC(=O)N2CCCCC2)c2ccccc12	-1	17	4	-9	-7	-14	-6	-33	-3	3	9
Clc1ccc(CNC23CN4CN(CN(C4)C2)C3)c(Cl)c1	-3	4	-2	7	-7	1	-8	-13	8	-1	15
COc1ccc(NC2=C(Cl)C(=O)N(CCc3ccccc3)C2=O)c(OC)c1	-13	-27	2	-49	-3	-37	-3	-11	-22	-38	-29
OCC[C@@H]1C[C@H](O)[C@@H](O)[C@@]2(OCCCc3cc(Cl)ccc32)O1	3	10	.	5	-2	2	.	11	-12	5	-17
O=C1CC(c2ccc(O)cc2)Oc2cc(O)cc(O)c21 (configuration not stated)	-5	-6	3	-30	4	-9	-2	-19	-15	-19	-7
CCOC(=O)N/N=C1\CCc2ccccc21	4	-10	1	-11	-6	-41	-2	-10	-35	-36	-29
Cc1cc2n(c(=O)c1C#N)CCCN2c1cccc(Cl)c1	7	-29	9	0	-5	-26	3	-6	-6	17	-8
CCn1c(SCC(=O)Nc2ccc3c(c2)OCO3)nnc1C(C)C	-4	-34	0	-15	11	-3	-8	-26	4	-8	7
CCCCOC(=O)C1Cc2ccccc2C(=O)O1 (configuration not stated)	-5	4	7	6	-14	-3	-1	18	19	-4	1
OCC1(Cc2ccc(F)cc2F)CCCN(Cc2ccc(Cl)cc2)C1 (configuration not stated)	5	0	-1	12	13	8	-7	15	3	4	-8
C=CCn1c(SCC(=O)NC(=O)NCc2ccco2)nc2sc(CC)cc2c1=O	-3	6	3	-10	14	3	-4	-6	-10	1	5
O=C(Cn1cnc2ccccc2c1=O)N1CCN(Cc2ccc3c(c2)OCO3)CC1	-12	31	-5	.	1	17	-2	-6	8	7	11
COc1cccc(CCc2nnc(CCC(=O)NCCC3CCCCO3)o2)c1 (configuration not stated)	-1	-11	1	3	-2	-6	4	-8	18	12	7
CCCN1CCC(NC(=S)Nc2ccc([N+](=O)[O-])cc2)CC1	0	2	3	25	4	-18	10	4	-22	9	-35
C=CCOc1ccc(/C(O)=C2/C(=O)C(=O)N(CCCn3ccnc3)C2c2ccco2)cc1 (configuration not stated)	0	-28	-6	-12	3	-13	0	16	5	2	-1
COc1ccc(CCNc2c([N+](=O)[O-])ncn2C)cc1OC	1	-1	6	3	5	-2	-13	-14	-1	6	2
O=C(N/N=C/c1cnc(N2CCCCC2)s1)c1ccc(C(F)(F)F)cc1	-11	8	6	-26	16	5	7	3	-3	-2	2
CCOc1cc2c3c(c1)C1(C(=O)N3C(C)(C)C=C2C)C(C#N)=C(N)Oc2cc(O)ccc21 (configuration not stated)	-3	12	3	4	-11	0	3	7	-2	6	10
CCC(C)[C@H](NC(=O)NCc1ccc(S(N)(=O)=O)cc1)C(=O)OC (some centres not stated)	5	8	1	11	-8	-14	12	0	8	-1	14
CCC(C)Sc1ccc([C@H]2N[C@@](C)(C(=O)OC)[C@H]3C(=O)N(C)C(=O)[C@@H]23)cc1 (some centres not stated)	4	-10	2	-11	-5	-4	3	1	22	-9	-1
Cc1c(CN2CCCCC2)c(O)n(CCCO)c(=O)c1C#N	-20	15	8	12	-1	-23	-12	-10	-28	-9	-2
COC(=O)[C@@]1(Cc2ccc(F)cc2)[C@H]2c3cc(C(=O)N(C)C)n(Cc4ccc(S(C)(=O)=O)cc4)c3C[C@H]2CN1C(=O)c1ccccc1	7	15	.	2	-3	.	.	14	-22	9	.
CN(C)/C=N/N(C)c1ncccc1[N+](=O)[O-]	-5	15	1	-16	-3	3	-18	3	3	-5	22
O=C(c1ccccc1)c1ccc(C(=O)N2CCN(c3ccccc3O)CC2)cc1	-19	8	-1	10	0	-5	-5	-25	-33	18	-8
COc1ccc(Cl)cc1C(=O)NNC(=O)CCNC(C)=O	3	8	-5	-6	-6	4	-3	-21	-8	-4	18
CN(C)c1cc[n+](CC(=O)c2cccs2)cc1	1	10	7	7	1	-8	8	-14	-19	-7	-13
COc1ccc(Nc2nc(N)nc(CN(C)C3CCCCC3)n2)cc1	11	-12	-5	-17	-1	-14	-13	-10	-12	-13	-8
OCCC1CN(Cc2cnc(N3CCCC3)s2)CCN1Cc1ccccc1 (configuration not stated)	-8	14	2	4	4	-6	-4	-33	13	-10	19
COc1ccccc1CNS(=O)(=O)c1ccc(Cl)s1	-11	15	2	-7	7	-11	4	-8	-3	-7	-9

Next section, overlapping the part above by 2 compounds.
SMILES	NOD2 RIPK2 PPI	TWEAK Fn14 block	LMP1 NFkB inh	TROY NFkB inh	C8 TRAIL sens	NCOA1 inh	TLR9-MyD88 inh	NCOA2 inhibitor	LRH-1 inv ag	COUP-TFII inh	NCOA3 inh
OCCC1CN(Cc2cnc(N3CCCC3)s2)CCN1Cc1ccccc1 (configuration not stated)	-8	14	2	4	4	-6	-4	-33	13	-10	19
COc1ccccc1CNS(=O)(=O)c1ccc(Cl)s1	-11	15	2	-7	7	-11	4	-8	-3	-7	-9
COc1ccc(C(=O)Nc2cccc(NC(=O)c3cccs3)c2)cc1	4	-18	-54	-29	-4	-1	7	-14	-10	0	-13
C/C=C/C(=O)OCC(=O)Nc1ccc(OC)c(Cl)c1	-1	17	-3	-33	12	-4	-6	-7	15	4	17
COc1ccccc1NC(=O)c1ccc(NC(=O)c2cc3c(s2)CCC3)cc1	-7	59*	11	31	5	3	-5	-16	5	-12	26
CCc1nc(NCc2ccco2)c2oc3ccccc3c2n1	-7	-4	-5	17	9	6	-14	15	12	0	5
CN(CC(=O)Nc1ccc(Cl)c(C(F)(F)F)c1)C(=O)c1cccc2cccnc12	-10	17	5	16	-13	7	-7	16	21	23	7
CCN(CC)CCCN1C(=O)c2oc3ccccc3c(=O)c2C1c1cccc(OC)c1OC (configuration not stated)	3	-19	-3	-8	4	-3	-3	-15	-9	10	-23
Clc1ccc2c(c1)C=Nc1c(NCc3ccccc3)ncnc1O2	-2	-19	-6	-10	-19	-8	12	-24	-14	-5	-3
CCCCc1cc(=O)oc2cc(C)cc(OC(C)C(=O)NCc3ccccn3)c12 (configuration not stated)	-3	18	-23	-4	4	-64	-4	7	1	24	-8
CCCNC(=O)c1onc(CSc2cccc(OC)c2)c1C(=O)NCCC	-4	10	-7	-10	-3	8	0	8	-4	-15	-10
Nc1nnnn1/N=C/C(Br)=C/c1ccccc1	21	75*	22	11	59*	-27	-2	-23	-21	-54	-30
O=C(Cn1nnc(-c2ccccc2)n1)Nc1cccc(S(=O)(=O)N2CCOCC2)c1	4	8	-5	-3	-1	6	9	4	6	-19	9
C[C@H](CO)N1C[C@H](C)[C@H](CN(C)S(=O)(=O)c2cccc(F)c2)OCc2ccccc2-c2c(n(C)c3ccccc23)C1=O	-18	26	8	18	4	6	-9	9	5	14	4
CC(C)CCNC(=O)c1sc2ccc(S(=O)(=O)N3CCCCC3)cc2c1N	-16	32	16	17	0	26	4	42	-9	24	12
Cc1nc2ccccn2c1C(=O)CSc1ccccc1Cl	10	21	0	23	29	-5	-4	-21	-10	-3	0
Cc1ccc(N2C(=O)CS(=O)C(c3ccccc3)C2=O)cc1C (configuration not stated)	0	-33	-16	-14	-2	-5	-9	-15	-15	-12	-22
Cc1ccc(S(=O)(=O)CCSc2n[nH]c(=O)n2-c2ccc3c(c2)OCCO3)cc1	-7	22	0	9	-18	13	1	7	8	6	12
O=C(COC(=O)CSc1ccccc1)NNC(=O)c1ccc([N+](=O)[O-])cc1	4	-7	12	1	3	1	-4	14	-22	4	11
COC(=O)c1cnn(-c2ccc(F)cc2F)c1/C=N/NC(=S)NC(C)(C)C	0	17	0	-4	3	17	1	-22	1	9	22
CC(C)c1cc(C(=O)N/N=C/C=C/c2ccccc2)n[nH]1	5	0	6	5	1	-5	-4	-8	-15	3	1
CC(C)n1c(SCc2ccccc2F)nc2c1c(=O)n(C)c(=O)n2C	1	30	7	34	2	8	-14	17	-18	9	9
Cc1sc2ncnc(N(C)C3CCCCC3)c2c1C	-1	-19	-5	-23	-16	-64	-3	-19	-1	10	-22
COc1ccc(NC(=O)Cc2c(F)cccc2Cl)c(OC)c1	-2	-1	-4	4	-7	-23	-6	5	-11	6	4

TWEAK Fn14 block, entries above that show a hit
Molecule | NOD2 RIPK2 PPI | TWEAK Fn14 block | LMP1 NFkB inh | NCOA1 inh | TLR9-MyD88 inh | NCOA2 inhibitor | LRH-1 inv ag | COUP-TFII inh | NCOA3 inh
COc1ccccc1NC(=O)c1ccc(NC(=O)c2cc3c(s2)CCC3)cc1 | -7 | 59* | 11 | 3 | -5 | -16 | 5 | -12 | 26
Nc1nnnn1/N=C/C(Br)=C/c1ccccc1 | 21 | 75* | 22 | -27 | -2 | -23 | -21 | -54 | -30

Some of the compounds tested (hit frequency here may not be typical).
